H37Rv inhibition – M. tuberculosis growth inhibition, HTS (AID 449762) | M. tuberculosis H37Rv growth inhibition, 7H9 media; higher % means a stronger effect | inhibition, % at 25 µM; hits with a dose series show IC50 in µM | 0.59% of 330,000 active; in the data active means a potency from the dose series; inconclusive means inhibition above about 70% without an active follow-up result;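 further: bacterial growth assessed after seven days of incubation; strong numbers were not always called active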
tuberculosis growth – growth inhibition of non-replicating M. tuberculosis (AID 488890) | Mycobacterium tuberculosis non-replicating, growth inhibition; higher % means a stronger effect | inhibition, % at 25 µM; hits with a dose series show IC50 in µM | 0.39% of 320,000 active; in the data active means a potency from the dose series; inconclusive means inhibition mostly from about 82% at the one dose, without a potency; inactive means the rest, 99 in 100 with inhibition below about 76%;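 further: plate controls were DMSO cells for no effect and high antibiotic wells for full effect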
influenza NS1A – H1N1 influenza NS1A inhibitors, functional cell based assay (AID 504329); inhibition, % at 12.5 µM; hits with a dose series show IC50 in µM; 0.3% of 340,000 active; NS1A functional cell-based assay, percent inhibition; higher % means a stronger effect; in the data active means a potency from the dose series; inconclusive means inhibition above about 27% without an active follow-up result; further: strong numbers were not always called active
Salmonella PhoP GFP – PhoP regulon inhibitors, Salmonella typhi PhoP promoter GFP reporter, confirmatory (AID 1850); Salmonella Typhi PhoP-promoter GFP reporter, fluorescence, 4 h; higher % means a stronger effect; inhibition, % at 50 µM, or IC50 in µM where a hit was titrated; 0.33% of 310,000 active; in the data active means a potency from the dose series; inconclusive means inhibition mostly from about 25% at the one dose, without a potency; inactive means the rest, 99 in 100 with inhibition below about 19%;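 further: 0% = induced wells with vehicle and 100% = uninduced wells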
inhibitors of VEEV – inhibitors of VEEV TC-83 cytopathic effect, confirmation, Vero cells (AID 588727); 0.13% of 350,000 active; inhibition, % at 20 µM, or IC50 in µM where a hit was titrated; Vero cells, VEEV TC-83 cytopathic effect inhibition; higher % means a stronger effect; in the data active means a potency from the dose series; inconclusive means inhibition mostly from about 14% at the one dose, without a potency; inactive means the rest, 99 in 100 with inhibition below about 12%; further: strong numbers were not always called active
inhibitors of VEEV 10K pilot screen – further read-out of inhibitors of VEEV, marked with its call; inhibition, %; measured here: 10K pilot screen inhibition
Active calls of the source: *; i = inactive; ? = inconclusive; nt = not tested or not shown.

SMILES	H37Rv inhibition	tuberculosis growth	influenza NS1A	Salmonella PhoP GFP	inhibitors of VEEV	others
COc1cc(OC)cc(C(=O)N[C@H](C(=O)OCC(=O)Nc2ccc(OC)c(OC)c2)C(C)C)c1	4%	10%	-4%	4%	1.9%
COc1ccc(-c2nnc(SCC(=O)N/N=C/c3ccccc3C(=O)O)n2-c2ccc(Cl)cc2)cc1	-6%	-8%	-4%	0%	i
O=C(Nc1nnc2n1CCS2)c1ccco1	-2%	-10%	5%	4%	i
Cc1noc(C)c1NC(=O)N(C)C[C@H]1Oc2ccc(NC(=O)Cc3ccccc3)cc2C(=O)N([C@H](C)CO)C[C@@H]1C	-7%	-1%	9%	nt	0.8%
CC(=O)CCc1c(C)nc2ccc(C(=O)O)cc2c1Cl	-2%	8%	-14%	-5%	i
COc1ccc(C(=O)Nc2cccc(NC(=O)c3ccc(OC)c(OC)c3)n2)cc1OC	-2%	54%	5%	-12%	?
O=C(Cc1ccc(Cl)cc1)Nc1ccc(SC(F)F)cc1	4%	71%	4%	-2%	0.4%
CCC12CN3CC(CC)(CN(C1)C3c1ccc(OC(C)C)cc1)C2=O (centres undefined)	-1%	-1%	-2%	7%	0.5%
CC(=O)c1ccc(N2CCN(C(=S)Nc3ccccc3)CC2)cc1	-1%	-4%	-5%	3%	0.5%
O=C(N/N=C\c1ccccc1)c1ccccc1-n1cccc1	24%	11%	2%	12%	0.8%
COc1cc(C2N(c3ccc(Cl)cc3)C(=O)C3CCCN32)cc(OC)c1OC (centres undefined)	-3%	nt	2%	4%	1.8%
O=C(C1CCCO1)N1CCN(c2c3c(nc4cc(-c5ccc(F)cc5)nn24)CCC3)CC1 (centres undefined)	0%	22%	-3%	3%	0.5%
COc1ccccc1N1CCN(C(=O)c2cc(C3CC3)on2)CC1	-7%	nt	13%	-4%	1.5%
CCOC(=O)/C(=N\Nc1ccccc1Cl)N1CCN(C)CC1	4%	18%	1%	-5%	i
Cc1cc(C(=O)OCC(=O)N2CC(=O)Nc3ccccc32)no1	1%	6%	2%	-5%	2.0%
O=c1[nH]c(CSc2nnc3ccccn23)nc2cc(C(F)(F)F)ccc12	2%	3%	nt	-10%	nt
COC(=O)c1ccccc1NC(=O)CSc1nncn1-c1ccccn1	-1%	-11%	3%	3%	1.5%
NC(=O)C1CC(=O)N(c2ccc(OCC(=O)Nc3cccc(C(F)(F)F)c3)cc2)C1 (centres undefined)	2%	12%	21%	1%	1.3%
Cc1ccc(NC(=O)c2ccco2)c(NC(=O)c2ccc(Cl)cc2)c1	-5%	13%	2%	-5%	10%
COc1ccccc1CNC(=O)c1nccnc1CO	-3%	2%	-24%	4%	i
CCC1CCCCN1C(=O)CSc1nnc(CNC(=O)c2c(F)cccc2Cl)o1 (centres undefined)	1%	-7%	-1%	1%	0.0%
CCOc1ccc(NC(=O)c2cn(-c3ccc(OCC)cc3)c(=O)c3cc(OC)c(OC)cc23)cc1	1%	11%	3%	-9%	6.1%
O=C(CSc1nnc(Nc2ccccc2)s1)Nc1ccc(S(=O)(=O)N2CCOCC2)cc1	3%	nt	8%	0%	7.4%
Nc1ccc(Cl)c(S(=O)(=O)Nc2ccc(Cl)cc2)c1	5%	-4%	-4%	6%	2.7%
Cc1cc(=O)oc2cc(OCC(=O)N3c4ccccc4CC3C)ccc12 (centres undefined)	-3%	-3%	7%	7%	10%

Filtered by structure: the compounds so far with a furan ring, fused or not.
SMILES	H37Rv inhibition	tuberculosis growth	influenza NS1A	Salmonella PhoP GFP	inhibitors of VEEV	others
O=C(Nc1nnc2n1CCS2)c1ccco1	-2%	-10%	5%	4%	i
Cc1ccc(NC(=O)c2ccco2)c(NC(=O)c2ccc(Cl)cc2)c1	-5%	13%	2%	-5%	10%

Other entries
SMILES	H37Rv inhibition	tuberculosis growth	influenza NS1A	Salmonella PhoP GFP	inhibitors of VEEV	others
COc1ccc(COCC(O)CN2CCC(C(N)=O)CC2)cc1OC (centres undefined)	-6%	-18%	-10%	-7%	1.2%
Cc1ccc(CN2C(=O)CCSc3ccc(Cl)cc32)cc1	8%	-1%	3%	21%	1.9%
FC(F)(F)c1cccc(N2CCN(CC3CC4C=CC3C4)CC2)c1 (centres undefined)	-3%	3%	5%	-8%	0.6%
CC(=O)N(Cc1cc2cc(C)c(C)cc2n2nnnc12)CC1COCCO1 (centres undefined)	2%	-5%	6%	-4%	0.9%
O=C(O)c1ccc(/C=C/C(=O)c2ccc3c(c2)OCCCO3)cc1	3%	8%	2%	-1%	i
COc1ccccc1NC(=O)CSc1nnc(C)o1	-9%	-10%	4%	-4%	i
Oc1ccc2c(c1)oc1cc(O)ccc12	-2%	25%	2%	-13%	0.7%
Cc1cc(C)c(C(=O)OCCNC(=O)c2cccnc2)cc1C	-5%	7%	0%	-13%	3.3%
CCOC(=O)C1=C(N)n2c(s/c(=C\c3cccnc3)c2=O)=C(C#N)C1c1cccnc1 (centres undefined)	nt	nt	19%	nt	0.8%
COC(=O)C1=C(N)Oc2c(c(=O)oc3ccccc23)C1c1cccnc1 (centres undefined)	3%	21%	-21%	-9%	i
N=c1c(C(=O)NCCc2ccccc2)cc2c(=O)n3ccccc3nc2n1CC1CCCO1 (centres undefined)	9%	-10%	-7%	-1%	0.7%
CN(C)c1ccc(NC(=O)CSCc2nc3c(nnn3Cc3ccc(F)cc3)c(=O)[nH]2)cc1	-3%	36%	8%	0%	1.9%
COc1ccc(N(C)S(=O)(=O)c2cccc(C(=O)NC3CCCC3)c2)cc1	-4%	2%	-4%	-11%	4.2%
COC(=O)Cn1ccc(-c2ccc(Cl)cc2)c(C#N)c1=O	-10%	50%	-3%	-2%	0.8%
COc1cccc(CN2CCN(C(=O)c3cccc4ccccc34)CC2)c1OC	-4%	-9%	2%	-10%	2.4%
CS(=O)(=O)NN1C(=O)c2ccccc2NC1c1ccccc1O (centres undefined)	-2%	1%	1%	-10%	0.5%
COc1cccc(CNC(=O)c2cc(COc3c(F)cccc3F)on2)c1	-4%	20%	-8%	3%	0.1%
N#Cc1nc(Cc2ccccc2)oc1N1CCCC1	-7%	10%	0%	-4%	1.2%
CN(C)c1ncnc2c1ncn2C1CCCO1 (centres undefined)	nt	nt	-2%	nt	1.0%
CCC(=O)NNC(=O)Cc1c(C)n(C(=O)c2ccc(Cl)cc2)c2ccc(OC)cc12	1%	-10%	7%	-6%	2.3%
COc1ccccc1C(=O)NCc1ccco1	6%	6%	-3%	-4%	0.7%
CCCCN(CCCC)Cc1ccc(C(=O)NNC(=O)Nc2ccc(F)cc2)o1	4%	-1%	2%	7%	0.4%
CCOC(=O)N1CCC(NS(=O)(=O)c2cc3c(cc2Br)CCN3C(=O)CC)CC1	nt	nt	-20%	nt	i
CN(CC(=O)Nc1ccccc1Br)C(=O)CNC(=O)c1ccc2c(c1)OCO2	8%	-24%	-12%	1%	2.4%
Cc1ccc(C(=O)Nc2ccccc2C(=O)N2CCCCC2C)cc1 (centres undefined)	-1%	4%	-8%	-8%	5.4%

Further entries follow:
SMILES	H37Rv inhibition	tuberculosis growth	influenza NS1A	Salmonella PhoP GFP	inhibitors of VEEV	others
Clc1ccc2c(c1)[C@H]1OCC[C@H]1[C@@H](c1ccco1)N2	-6%	35%	-5%	-7%	1.4%
COc1cc(-c2cc(C(=O)O)c3cc4c(cc3n2)OCCO4)cc(OC)c1OC	-1%	-2%	-19%	5%	0.8%
O=C(Nc1cccc(C(F)(F)F)c1)C1C2CC3OC(=O)C1C3C2 (centres undefined)	-1%	2%	-2%	-1%	0.1%
CCn1c(COc2ccccc2C)nc2ccccc21	8%	37%	-5%	1%	1.0%
O=C(CSc1nnc(NC(=O)c2ccc(S(=O)(=O)N3CCOCC3)cc2)s1)Nc1ccccc1C(F)(F)F	-1%	-8%	9%	-3%	0.8%
C=CCOc1cccc(CNCc2cccnc2)c1	3%	11%	-16%	6%	i
COc1ccc(C(=O)N2CCSCC2)cc1OC1CCN(C(C)=O)CC1	10%	-2%	13%	-4%	2.0%
Cc1nn(-c2ccccc2)c(N2CCCC2)c1/C=N/NC(=S)Nc1ccccc1C(F)(F)F	31%	-14%	-4%	-7%	3.7%
O=C(Nn1c(-c2ccc(Br)cc2)nc2ccccc2c1=O)c1ccncc1	9%	-10%	-3%	8%	1.0%
CCCN(CC1CC1)C(=O)CSc1nnc(-c2cc(-c3cccs3)nc3ccccc23)o1	5%	-13%	-6%	-2%	8.1%
O=[N+]([O-])c1cc(S(=O)(=O)N2CCCC2)ccc1N/N=C/c1cccnc1	5%	8%	-1%	-5%	1.6%
Cc1cc(Cl)ccc1OCC(=O)OCC(=O)Nc1ccc(F)c([N+](=O)[O-])c1	-6%	33%	-6%	-1%	0.9%
COc1ccc(S(=O)(=O)NCc2ccc(C(=O)N3CCN(Cc4ccccc4)CC3)cc2)cc1	1%	7%	6%	6%	2.5%
COC(=O)c1ccccc1NC(=O)C1CCC(=O)N1S(=O)(=O)c1ccc(C)cc1 (centres undefined)	-3%	-10%	-1%	-8%	i
Cc1cc(Cl)ccc1OCCCC(=O)NCc1ccccn1	-2%	44%	0%	-1%	i
CCC(C)[C@H](NC(=O)N1c2ccccc2NC(=O)[C@@H]1C(C)C)C(=O)N[C@@H](Cc1ccccc1)C(=O)O (some centres undefined)	-6%	-8%	3%	5%	0.7%
O=c1[nH]c(CN2CC=C(c3ccccc3)CC2)nc2cc(C(F)(F)F)ccc12	69µM*	?	12%	-9%	0.1%	inhibitors of VEEV 10K pilot screen=0.4

A run of entries from further up, for reference:
SMILES	H37Rv inhibition	tuberculosis growth	influenza NS1A	Salmonella PhoP GFP	inhibitors of VEEV	others
C=CCOc1cccc(CNCc2cccnc2)c1	3%	11%	-16%	6%	i
COc1ccc(C(=O)N2CCSCC2)cc1OC1CCN(C(C)=O)CC1	10%	-2%	13%	-4%	2.0%
Cc1nn(-c2ccccc2)c(N2CCCC2)c1/C=N/NC(=S)Nc1ccccc1C(F)(F)F	31%	-14%	-4%	-7%	3.7%
O=C(Nn1c(-c2ccc(Br)cc2)nc2ccccc2c1=O)c1ccncc1	9%	-10%	-3%	8%	1.0%
CCCN(CC1CC1)C(=O)CSc1nnc(-c2cc(-c3cccs3)nc3ccccc23)o1	5%	-13%	-6%	-2%	8.1%
O=[N+]([O-])c1cc(S(=O)(=O)N2CCCC2)ccc1N/N=C/c1cccnc1	5%	8%	-1%	-5%	1.6%

Reprinted at random: 3 compounds from above
SMILES	H37Rv inhibition	tuberculosis growth	influenza NS1A	Salmonella PhoP GFP	inhibitors of VEEV	others
Cc1cc(Cl)ccc1OCCCC(=O)NCc1ccccn1	-2%	44%	0%	-1%	i
CN(C)c1ccc(NC(=O)CSCc2nc3c(nnn3Cc3ccc(F)cc3)c(=O)[nH]2)cc1	-3%	36%	8%	0%	1.9%
COC(=O)c1ccccc1NC(=O)C1CCC(=O)N1S(=O)(=O)c1ccc(C)cc1 (centres undefined)	-3%	-10%	-1%	-8%	i

From PubChem BioAssay
